Compound activity deposited in PubChem by National Center for Advancing Translational Sciences (NCATS).
MmCpn inh: Inhibitors of TCP-1 ring complex (TRiC) of Methanococcus maripaludis (MmCpn): qHTS; Chaperonin Mm-Cpn (Methanococcus maripaludis); purified Mm-Cpn ATPase, ADP Transcreener TR-FRET; Potency, µM (series often up to 76.9 µM), inactives show at the highest dose activity, negative = inhibition, actives largely listed as inhibitors; 330,000 compounds, 0.031% hits; AID 504842, 2011; active = well fitted inhibition curve with a large enough effect; inconclusive = small, poorly fitted or top-dose-only effect; also: nearly all actives have a fitted effect of over 80% in size
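TR-FRET (320 nm excitation; 590 and 665 nm emission) reports ADP made from 10 uM ATP by 25 nM enzyme; compounds were preincubated 10 min, reaction run 30 min, both at 37°C.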
* = called active by the depositor; ? = inconclusive; [ ] = dose if it differs, or a comment. % is scaled to controls: 0 for no effect and ±100 for the full control effect; potency is read from the fitted curve at half-maximal effect. Only part of the results is shown; rates above refer to the full screens.

mol | MmCpn inh
Cc1nnc(N2C(=O)C(=O)/C(=C(/O)c3ccc4c(c3)OCCO4)C2c2ccc([N+](=O)[O-])cc2)s1 (centres undefined) | 0%
CC(=O)c1ccc(N2CCCC2)c(F)c1 | 2%
CCOC(=O)N1CCN(c2nc3c(c(=O)[nH]c(=O)n3C)n2Cc2ccccc2Cl)CC1 | -2%
COc1cc(C(=O)Nc2c(-c3ccccn3)c(=O)c3ccccc3n2C)cc(OC)c1OC | 0%
CCOc1ccc(CCNC(=O)c2ccc3c(c2)NC(=O)C2CCCN32)cc1OCC (centres undefined) | -5%
COC(=O)C1=C(C)N(Cc2ccccc2)C(=NCC(C)C)N[C@H]1c1ccc(Br)cc1 | -19%
Cc1nn(C)c(C)c1NC(=O)c1cnn2c(C(F)F)cc(-c3ccccc3)nc12 | 0%
Cc1ccc2c3c(c(SCC(=O)Nc4nccs4)nc2c1)CCCC3 | -3%
O=[N+]([O-])/C(C(Cl)=C(Cl)Cl)=C(\Nc1ccc(F)cc1)n1cncn1 | -2%
CCOc1ccc(NC(=O)CCC(=O)n2nc(C)cc2C)cc1 | -19%
O=C(NCCN1C(=O)S/C(=C\c2cccs2)C1=O)[C@H](Cc1ccccc1)N1C(=O)c2ccccc2C1=O | ?
CCCCn1c(SCn2nnc3ccccc3c2=O)nc2cc(C(=O)OC)ccc2c1=O | 0%

Arranged by SMILES length (rising): some entries from above.
mol | MmCpn inh
CCOc1ccc(NC(=O)CCC(=O)n2nc(C)cc2C)cc1 | -19%
Cc1ccc2c3c(c(SCC(=O)Nc4nccs4)nc2c1)CCCC3 | -3%
O=[N+]([O-])/C(C(Cl)=C(Cl)Cl)=C(\Nc1ccc(F)cc1)n1cncn1 | -2%

Further compounds.
mol | MmCpn inh
CCOc1ccc(-c2nc(-c3ccccc3C)no2)cc1 | -2%
CCCOc1ccc(C(=O)CCC(=O)OCC(=O)Nc2cc(C)on2)cc1 | 0%
CC(=O)OC[C@H]1O[C@H](CCO/N=C(\C)CCN2CCCc3nc(C)c(C)cc32)C=C[C@@H]1OC(C)=O | -3%
CC(C)C(OC(=O)c1oc2ccccc2c1CSC1CCCCC1)C(=O)NC(N)=O (centres undefined) | 2%
COCCCn1c2nc3ccccc3nc2c2c(=O)n(Cc3ccccc3Cl)cnc21 | -3%
O=c1nc2n(c3c1oc1ccccc13)Cc1ccccc1-2 | 1%[15.4 µM]
Cc1cc(=O)[nH]c(S)c1C#N | 0%
O=S(=O)(Cc1ccccc1)N1CCc2ccccc21 | 1%
CCOC(=O)c1c(NC(=O)COc2cccc3c2CCN(Cc2ccc(F)cc2)C3=O)sc2c1CCC2 | -2%
Cc1ccc(N2CCCn3c2nc2c3c(=O)n(CCN3CCOCC3)c(=O)n2C)cc1 | 1%
O=C(O)[C@@H]1CSC2(CCSC2)N1 (some centres undefined) | -1%
CC1(C)Cc2c(sc3nc(=S)[nH]c(N)c23)CO1 | 2%
Cc1ccc(-c2cc(C(=O)NC3=NCCS3)c3cc(Br)ccc3n2)o1 | ?
COc1ccc(O[C@H]2C=C[C@@H](c3ccccc3)O[C@@H]2COC(=O)CCC(C)=NO[C@@H]2O[C@H](COC(C)=O)[C@@H](OC(C)=O)[C@H](OC(C)=O)[C@H]2OC(C)=O)cc1 | 1%
COc1ccc(CN(C)C(C)C(=O)Nc2ccc(S(=O)(=O)N3CCCC3)cc2)c(OC)c1OC (centres undefined) | -1%
CN(C)C1=NC(=O)/C(=C/c2ccc(-c3ccc(S(N)(=O)=O)cc3)o2)S1 | 0%
COc1ccc(CCn2c(-c3ccccc3)nc3c(c(=O)c4ccccc4n3C)c2=O)cc1 | -5%
O=C(O)c1ccc2c(c1)C(=O)N([C@H](Cc1c3ccccc3cc3ccccc13)C(=O)O)C2=O | 0%
CN1C(=O)/C(=C/c2cn(CC(=O)NCc3ccco3)c3ccccc23)NC1=S | -5%
C=CCn1c(=O)/c(=C2/Sc3ccccc3N2CC)s/c1=C1/C(=O)NN=C1C | -16%
O=C(CN1CCC(N2CCCCC2)CC1)N1CCOCC1 | 1%
Cn1cc(/C=N\NC(=O)C2COc3ccccc3O2)c2ccccc21 (centres undefined) | 2%
Cc1cccc(-c2cc(C(=O)NCCCn3ccnc3)c3ccccc3n2)c1 | 1%
Cc1noc(C)c1C(=O)OCC(=O)Nc1cc(S(=O)(=O)N2CCOCC2)ccc1Cl | -1%

Laid out differently: four of the compounds above
MmCpn inh	compound
0%	CCCCn1c(SCn2nnc3ccccc3c2=O)nc2cc(C(=O)OC)ccc2c1=O
-1%	O=C(O)[C@@H]1CSC2(CCSC2)N1 (some centres undefined)
-3%	Cc1ccc2c3c(c(SCC(=O)Nc4nccs4)nc2c1)CCCC3
0%	Cc1nn(C)c(C)c1NC(=O)c1cnn2c(C(F)F)cc(-c3ccccc3)nc12

More entries follow:
mol | MmCpn inh
O=C(CN1CCC(NC(=O)c2ccco2)CC1)Nc1ccccc1[N+](=O)[O-] | -4%
Cc1cc(C)nc(NS(=O)(=O)c2ccc(NC(=O)CN3C(=O)c4ccccc4C3=O)cc2)n1 | 1%
Oc1c(C=NCc2ccc(F)cc2)[nH]c2ccc(Br)c(Cl)c12 | -3%
O=C1NC(Cc2ccccc2)c2nc3cc(F)ccc3c(=O)n2-c2ccccc21 (centres undefined) | 0%
Cc1cccc(NC(=O)c2cnc3sccn3c2=O)c1C | 0%
O=C(NCCCO)Nc1ccc2nc(-c3ccco3)c(-c3ccco3)nc2c1 | ?
CC(C)c1cc(Nc2cccc(O)c2)cc(C(C)C)c1O | 0%
COC(=O)CC1C(=O)NC(C)=C1C(=O)OC (centres undefined) | 2%
COC(=O)c1[nH]c2cccc(OC)c2c1NC(=O)CCN1CCN(c2ccccc2F)CC1 | -2%
CCCCc1c(C)nc2ccc(Br)cc2c1SCCC#N | -20%
Cc1nnc2n(-c3ccc(Cl)cc3)c(=O)c3c4c(sc3n12)CN(C)CC4 | 1%
O=C1C2C3C=CC(CO)(O3)C2C(=O)N1c1ccc(-c2ccccc2)cc1 (centres undefined) | 0%
Cc1nccn1CC(=O)N/N=C/c1ccc(O)c(O)c1 | -1%
Cc1ccc2nc(-c3ccc(S(=O)(=O)N4CCOCC4)cc3)cn2c1 | -2%
CCCC(=O)Nc1c(-c2cccs2)c(=O)c2ccccc2n1CC | 5%
COCCCn1c2nc3ccccc3nc2c2c(=O)n(Cc3ccc(Cl)cc3)c(C)nc21 | -5%
CCOC(=O)c1ccccc1NC(=O)CC1Nc2ccccc2NC1=O (centres undefined) | -1%
CC(C)Cn1c(N)c(C(=O)COC(=O)c2cc(C(F)(F)F)nc3c(C(F)(F)F)cccc23)c(=O)n(C)c1=O | -4%
CCCCN1C(=O)/C(=C2/Sc3ccc(Cl)cc3N2CC)SC1=S | 0%
COc1nc(N/N=C/c2ccc(-c3cccc([N+](=O)[O-])c3)o2)nc(N2CCOCC2)n1 | 2%
COCCOC(=O)C1=C(C)NC(=O)NC1c1c(Cl)nc2c(C)cccn2c1=O (centres undefined) | -1%
O=C1NC(Cc2ccccc2)c2nc3ccccc3c(=O)n2-c2ccc(Cl)cc21 (centres undefined) | -1%
O=C(N/N=C\c1ccco1)c1cncc(Br)c1 | -2%
COc1cc(OC)c2c(-c3ccccc3)cc(=O)oc2c1C(CC(=O)N1CCN(c2ccccc2)CC1)c1ccc2c(c1)OCO2 (centres undefined) | -3%
Cc1sc2c(c1C)c(=O)nc1n2Cc2ccccc2-1 | -1%
CC(=O)N(CC(C)(C)CC=C(C)C)c1ccccc1 | -1%
COC(=O)C1=C(C)OC(N)=C(C#N)C1c1cc2cccc(C)c2nc1Cl (centres undefined) | -4%
S=c1nc(C23CC4CC(CC(C4)C2)C3)nc2sccn12 | 1%
C=CCN1C(=Nc2cccnc2)SCC1(O)c1ccc(C)cc1 (centres undefined) | 0%
O=C1CC(NCCC2=CCCCC2)C(=O)N1c1cccc(Cl)c1Cl (centres undefined) | -2%
NC(N)=Nc1cc2ccccc2c2ccccc12 | 2%
O=C1Nc2ccccc2/C1=N\N=C\C1=C(N2CCOCC2)C(=C\c2ccccc2)/CC1 | 3%
Cc1sc2nc(C(C)Sc3n[nH]c(N)n3)[nH]c(=O)c2c1C (centres undefined) | -1%
CC(=O)O[C@H]1CC[C@]2(C)[C@H]3CC=C4[C@@H]5[C@@H](C)[C@H](C)CC[C@]5(C(=O)O)CC[C@@]4(C)[C@]3(C)CC[C@H]2C1(C)C | -1%
CCOc1ccccc1NC(=O)NC(C)c1ccc2c(c1)OCO2 (centres undefined) | 3%
C[C@H]1[C@H](C)CC[C@]2(C)CC[C@]3(C)C(=CC[C@@H]4[C@@]5(C)CC[C@@H](O)[C@](C)(C(=O)O)[C@@H]5CC[C@]43C)[C@H]12 | 2%
c1cncc(CSc2nnc(-c3cccnc3)n2Cc2ccco2)c1 | 0%
O=C(O)CN(CCO)CCN(CC(=O)O)CC(=O)O | 0%
Cc1cc(/C=N/Nc2nc(N)ncc2[N+](=O)[O-])c(C)n1-c1ccccc1F | -1%
Cc1ccc(C(=O)NC2CC3CCCC(C2)N3C(=O)NC2CCCCC2)cc1 (centres undefined) | 3%
O=C(Cn1c(CSc2ccccc2)nc2ccccc21)Nc1ccccc1 | -5%
COc1ccccc1CNCC(c1ccccc1)c1ccccc1 | 0%
O=c1c2cnn(-c3ccc(F)cc3)c2ncn1Cc1ccccn1 | 0%
CCCCN(C)CC(O)Cn1cc(/C=C/C(=O)c2ccc(OCC)cc2)c2ccccc21 (centres undefined) | 1%
CC(=O)c1ccc(OC(=O)c2cc3ccccc3oc2=O)cc1 | 0%
CN(C)CCCNS(=O)(=O)c1ccc(N2CCC(c3ccc(Cl)cc3)=N2)cc1 | -9%
CCCCC(CC)CNC(=O)Cn1c(=S)[nH]c2ncccc2c1=O (centres undefined) | 1%
Cn1cc(C(=O)N2CCc3ccccc3C2)c(=O)c2cc(S(=O)(=O)N3CCCCC3)ccc21 | 1%
Cc1ccc(OCCn2cnc3sc(C(N)=O)c(C)c3c2=O)cc1 | -19%
COc1cc(NC(=O)CCS(=O)(=O)c2nc(-c3cccs3)cc(C(F)(F)F)n2)cc(OC)c1OC | -17%
CC(C)c1ccc(S(=O)(=O)c2cn(Cc3ccc(F)cc3)c3cc4c(cc3c2=O)OCO4)cc1 | -3%
Cc1cc(C)n(-c2nc(-n3nc(C)cc3C)c3c4c(sc3n2)COC(C)(C)C4)n1 | -2%
Cc1cc(=O)oc2cc(NC(=O)c3cc4ccccc4o3)ccc12 | -1%
CCCCC1CCC(C(=O)NCC(c2ccco2)N2CCOCC2)CC1 (centres undefined) | 2%
Cc1c(C(=O)NCCCN2CCOCC2)sc2nc(-c3ccccc3)cn12 | -3%
CCN(CC)c1ccc(/C=C2/C(=O)N(c3ccc([N+](=O)[O-])cc3)N=C2N2CCOCC2)cc1 | 0%
O=C(CC(NCCc1ccccc1)C(=O)O)Nc1ccc(O)cc1 (centres undefined) | 0%
CN1CCN(CC(=O)Nc2ccc(OCc3ccccc3)cc2)CC1 | -1%
Cc1ccc(NS(=O)(=O)c2ccc3c(c2)CC(=O)N3)cc1Cl | 0%
Cn1cc(C(=O)N/N=C/c2cc(Br)cs2)c2ccccc21 | -1%

Shown with each value named: entries from further up.
> Cc1ccc(OCCn2cnc3sc(C(N)=O)c(C)c3c2=O)cc1
  MmCpn inh: -19%
> Cc1ccc(NS(=O)(=O)c2ccc3c(c2)CC(=O)N3)cc1Cl
  MmCpn inh: 0%
> Cc1c(C(=O)NCCCN2CCOCC2)sc2nc(-c3ccccc3)cn12
  MmCpn inh: -3%

(cont.)
mol | MmCpn inh
Cc1ccc(SC[C@H](Cc2ccccc2)N2CC[C@@H](NC(=O)OCc3ccccc3)CCC2=O)cc1 | 2%
O=C1c2c(O)cc(O)cc2O[C@H](c2ccc(O)c(O)c2)[C@@H]1O | -5%
Cc1c(/C(O)=C2\C(=O)C(=O)N(CCCN(C)C)C2c2ccncc2)cnn1-c1ccccc1 (centres undefined) | 0%
Cc1cc2nc(-c3cccnc3SCC(=O)NC3CC3)[nH]c2cc1C | 2%
Clc1ccc(-c2nnc3sc(-c4ccccn4)nn23)cc1 | 0%
NC1=NC(c2ccccc2)N=C(Nc2ccccc2)N1 (centres undefined) | 3%
COc1cc2c(cc1NC(=O)Cn1cnc3c1c(=O)n(C)c(=O)n3C)oc1ccccc12 | 1%
C=CCn1cnnc1SCC(=O)Nc1cccnc1Cl | 0%
CCOc1cc(/C=N/NC(N)=O)ccc1OC(=O)c1ccc(C)cc1 | 1%
COC(=O)[C@@H]1CC[C@H](C)[C@@H](c2ccc(C)cc2)N1C(=O)c1ccc(/C=N/O[C@H](C)c2cn([C@@H]3COC[C@H]3O)nn2)cc1 | 0%
CC1CCN(S(=O)(=O)c2ccc3c(c2)c(=O)c(C(=O)NCc2ccccc2Cl)cn3C)CC1 | -3%
COC(=O)C/C=C/[C@@H](C)[C@@H](/C=N/OCC[C@@H]1C=C[C@H](OC(C)=O)[C@@H](COC(C)=O)O1)NS(=O)(=O)c1ccc(C)cc1 | 2%
